TDP1 block: blocks human tyrosyl-DNA phosphodiesterase 1; Q9NUW8; recombinant TDP1, AlphaScreen DNA substrate cleavage; Potency, µM (titrated, usually from 130 µM), for inactives: at the highest dose activity change, negative = inhibition, hits mostly inhibitors; 350,000 compounds, 0.28% hits; AID 485290; note: nearly all actives have a fitted effect of over 40% in size
Target sequence (Q9NUW8 whole entry, looked up): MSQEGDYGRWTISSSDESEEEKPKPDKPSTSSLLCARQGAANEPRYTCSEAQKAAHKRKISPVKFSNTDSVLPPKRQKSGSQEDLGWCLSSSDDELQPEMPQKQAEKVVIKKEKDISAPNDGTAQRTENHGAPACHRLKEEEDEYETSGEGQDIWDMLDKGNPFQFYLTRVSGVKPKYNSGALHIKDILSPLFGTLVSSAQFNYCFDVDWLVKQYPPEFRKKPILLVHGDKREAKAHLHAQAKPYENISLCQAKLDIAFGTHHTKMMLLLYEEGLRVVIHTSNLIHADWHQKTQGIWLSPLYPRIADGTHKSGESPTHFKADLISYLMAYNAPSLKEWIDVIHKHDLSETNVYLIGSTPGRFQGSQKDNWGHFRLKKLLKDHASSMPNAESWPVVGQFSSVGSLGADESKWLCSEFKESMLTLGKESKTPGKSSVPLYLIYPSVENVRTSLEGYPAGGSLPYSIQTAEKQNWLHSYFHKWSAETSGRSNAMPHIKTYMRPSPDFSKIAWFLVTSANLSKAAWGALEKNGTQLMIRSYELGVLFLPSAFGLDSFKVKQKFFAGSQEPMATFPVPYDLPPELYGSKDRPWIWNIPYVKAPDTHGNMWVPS
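Here, a 5' biotin and 3' phosphotyrosine-FITC DNA oligonucleotide reports Tdp1 activity: intact substrate bridges AlphaScreen beads, while cleavage leaves a 3' phosphate and drops signal. All incubations at room temperature.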
DT40 TDP1 CPT: DT40-hTDP1 cell growth loss with CPT; Potency, µM (series often up to 46.2 µM), without a hit: at the highest dose activity change, negative = growth inhibition, usual class: inhibitors; 420,000 compounds, 12% hits; AID 686979; chicken DT40 Tdp1-/-;hTDP1 cells + 20 nM CPT, ATP luminescence, 48 h; note: nearly all actives have a fitted effect of over 55% in size
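Chicken DT40 Tdp1-/- cells stably complemented with human TDP1 were seeded at 400 cells/well in medium containing 20 nM camptothecin, exposed to pin-transferred compounds, and grown at 37 °C for at least 48 hr. Viability was read as ATP luminescence.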
DT40 TDP1 no CPT: qHTS for Inhibitors of human tyrosyl-DNA phosphodiesterase 1 (TDP1): qHTS in cells in absence of CPT | Potency, µM (highest dose often 46.2 µM), inactives show at the highest dose activity change, negative = growth inhibition, usual class: inhibitors | 420,000 compounds, 15% hits | DT40 Tdp1-/- hTDP1 cells, no CPT, ATP luminescence, 48 h; note: nearly all actives have a fitted effect of over 55% in size
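No-CPT arm: Tdp1-/-;hTDP1 DT40 cells (400/well) plus compounds, incubated ≥48 hr at 37 °C. Readout CellTiter-Glo luminescence.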
Active calls of the source: *; ? = inconclusive; . = no result given; & = joins results of further samples; [ ] = dose if it differs, or a comment. Calls come from the whole dose curve; as a rule, active = well fitted curve in the direction sought with a large enough effect; inconclusive = small, poorly fitted or top-dose-only effect, or another doubt; inactive = no such curve, though single readings can be large; an effect the other way counts as inactive or inconclusive. % is set by controls: 0 for no effect and ±100 for the full control effect; potency is the fitted concentration of half-maximal effect.

SMILES | TDP1 block | DT40 TDP1 CPT | DT40 TDP1 no CPT
Cc1c(NC(=O)COc2cccc(Cl)c2Cl)c(=O)n(-c2ccccc2)n1C | . | -15% | -14%
COn1c(-c2ccccc2)nc2ccc(Cl)cc21 | 5% | -11% | ?
COc1ccc(-c2oc3ccc(N4CCOCC4)cc3c2/C=C/c2ccc(OC)c(OC)c2)cc1 | . | ? | ?
CC1(C)CC2CC(C)(CN2C(=O)COC(=O)c2cccnc2Cl)C1 (configuration not stated) | 0% | -5% | -1%
COCc1cc(C)nc2oc(C(=O)c3ccccc3)c(N)c12 | 8% | -11% | ?
COC(CNC(=O)[C@H](CSCc1ccccc1)N1Cc2ccccc2C1=O)OC | 0% | -12% | -10%
O=C(NCC1CCCO1)c1ccccc1OCc1ccc(F)cc1 (configuration not stated) | 4% | -24% | ?
O=C(NCc1ccc(F)cc1)c1c2c(nc3ccccc13)C(=O)N(C1CCCCC1)C2 | 6% | ? | ?
COc1ccc(SCC(=O)Nc2ccccc2Cl)cc1 | 3% | 0% | -19%
CCOc1ccc(C2C(C(=O)O)c3ccccc3C(=O)N2CCN2CCOCC2)cc1 (configuration not stated) | 6% | -12% | -5%
CCc1ccccc1NC(=O)Nc1ccon1 | 5%[56.1 µM] | -2% | 2%
CCc1ccccc1N(C(=O)CCC(=O)Nc1cc(C)on1)C(C(=O)NC1CCCC1)c1ccco1 (configuration not stated) | 1% | ? | ?
CCOCCCn1c(SCC(=O)Nc2cccc(OC)c2)nc2ccccc2c1=O | 0% | ? | ?
CC1=NN(c2ccc(N)cc2)C(=O)C1 | 5% | -7% | -20%
CC(C)(C)OC(=O)CNC(=O)c1[nH]cnc1C(=O)NC1CCN(C(=O)OC(C)(C)C)CC1 | . | ? | ?
COc1ccc(OC)c(C2c3[nH]c4ccccc4c3C[C@H]3C(=O)N(C4CC4)CC(=O)N23)c1 (some centres not stated) | . | -2% | -22%
CCN(CC)S(=O)(=O)c1nnc(NC(=O)COc2ccc(Cl)cc2)s1 | 6% | ? | -13%
CS(=O)(=O)c1ccc(Cl)c(NC(=O)Nc2ccccc2)c1 | 7% | ? | ?
C/C=C(/C)C(=O)O[C@@H]1c2c(ccc3ccc(=O)oc23)O[C@@H]1C(C)(C)OC(=O)/C(C)=C\C | -5% | ? | 16µM*
COc1cccc(CNC(=O)c2sc3nc(C)cc(C)c3c2-n2cccc2)c1OC | 6% | 23µM* | ?
Cc1nn(CC(=O)NCC2CCCO2)c(C)c1[N+](=O)[O-] (configuration not stated) | -5% | 2% | 16%
CCCC(=O)NCCSC | 5% | -15% | 5%
COc1cc(C)ccc1S(=O)(=O)NC(=O)C1(C)CCN1C(=O)Cc1ccc(Cl)cc1Cl (configuration not stated) | . | 5% | 0%
CCCCCc1c(-c2cccc(Cl)c2)ncn1CCc1ccccc1OC | . | 23µM* | 23µM*
CCOc1cccc(-c2c(C(=O)N/N=C/c3sccc3C)nnn2-c2nonc2N)c1 | 2% | -30% | ?

No new results follow: an excerpt of the list.
SMILES | TDP1 block | DT40 TDP1 CPT | DT40 TDP1 no CPT
CCOCCCn1c(SCC(=O)Nc2cccc(OC)c2)nc2ccccc2c1=O | 0% | ? | ?
CC1=NN(c2ccc(N)cc2)C(=O)C1 | 5% | -7% | -20%
CC(C)(C)OC(=O)CNC(=O)c1[nH]cnc1C(=O)NC1CCN(C(=O)OC(C)(C)C)CC1 | . | ? | ?
COc1ccc(OC)c(C2c3[nH]c4ccccc4c3C[C@H]3C(=O)N(C4CC4)CC(=O)N23)c1 (some centres not stated) | . | -2% | -22%
CCN(CC)S(=O)(=O)c1nnc(NC(=O)COc2ccc(Cl)cc2)s1 | 6% | ? | -13%
CS(=O)(=O)c1ccc(Cl)c(NC(=O)Nc2ccccc2)c1 | 7% | ? | ?
C/C=C(/C)C(=O)O[C@@H]1c2c(ccc3ccc(=O)oc23)O[C@@H]1C(C)(C)OC(=O)/C(C)=C\C | -5% | ? | 16µM*
COc1cccc(CNC(=O)c2sc3nc(C)cc(C)c3c2-n2cccc2)c1OC | 6% | 23µM* | ?
Cc1nn(CC(=O)NCC2CCCO2)c(C)c1[N+](=O)[O-] (configuration not stated) | -5% | 2% | 16%
CCCC(=O)NCCSC | 5% | -15% | 5%
COc1cc(C)ccc1S(=O)(=O)NC(=O)C1(C)CCN1C(=O)Cc1ccc(Cl)cc1Cl (configuration not stated) | . | 5% | 0%
CCCCCc1c(-c2cccc(Cl)c2)ncn1CCc1ccccc1OC | . | 23µM* | 23µM*
CCOc1cccc(-c2c(C(=O)N/N=C/c3sccc3C)nnn2-c2nonc2N)c1 | 2% | -30% | ?

(listing goes on)
SMILES | TDP1 block | DT40 TDP1 CPT | DT40 TDP1 no CPT
Cc1cc(C)cc(NC(=O)c2cc(S(=O)(=O)NCc3ccco3)ccc2F)c1 | 5% | ? | 11µM*
O=C(Nc1cccc2ccccc12)N1CCN(c2ccccc2)CC1 | 0% | -4% | -21%
CCOc1ccc(N(CC(=O)NC2CCCC2)C(=O)CSc2nnc(COc3ccccc3)o2)cc1 | 1% | 21µM* | 21µM*
COc1ccc(S(=O)(=O)N2CCOC2CNC(=O)C(=O)NCc2ccco2)cc1C (configuration not stated) | -1% | ? | ?
Cc1cccc(C(=O)Nc2ccc(NC(=O)c3ccccc3)cc2)c1 | . | ? | ?
COc1ccccc1NC(=O)CSc1nnc(COc2ccc(Cl)cc2)o1 | . | 0% | -12%
COc1cc(-c2nnc(-c3ccc(N4CCOCC4)cc3)o2)cc(OC)c1OC | 4% | 6.5µM* | 5.8µM*
COc1ccc(/C=C/C(=O)OCC(=O)NCCCc2ccccc2)cc1OC | 0% | ? | -2%
O=C1C2=C(Nc3ccccc3SC2c2ccccc2C(F)(F)F)c2ccccc21 (configuration not stated) | 12% | 5.8µM* | 3.3µM*
C/C(=N\NC(=S)Nc1cccc(C)c1)c1cc2ccccc2o1 | 10% | ? | ?
CN(CC(=O)Nc1c(Cl)cccc1Cl)C(=O)CNC(=O)c1ccc2c(c1)OCO2 | -21%[0.505 µM] | ? | ?
COc1ccc(C#Cc2cccc(-c3nc(C(=O)NCCCN4CCOCC4)cc4c3[C@H](CCO)N(S(=O)C(C)(C)C)C4)c2)cc1OC (some centres not stated) | . | ? | 23µM*
O=C(O)c1cccc(N/N=C/c2cccnc2)c1 | -8% | 5% | ?
O=C(CC1(O)C(=O)N(Cc2cccc3ccccc23)c2ccccc21)c1cccnc1 (configuration not stated) | -4% | 0.92µM* | 0.82µM*
COc1ccc(CCNC(=O)[C@@H](NC(=O)N2CC(=O)Nc3ccccc32)C(C)C)cc1OC | 2% | 1% | 26%
CC(C)C(N)c1csc(Nc2ccc(S(C)(=O)=O)cc2)n1 (configuration not stated) | . | 7% | 0%
Nc1nc(-c2nc3ccccc3[nH]2)cs1 | 4% | 23µM* | ?
O=C(N/N=C/c1ccc(OC(F)F)cc1)c1cc[n+]([O-])cc1 | 5% | 8% | -1%
CCOC(=O)N1CCN(C(=O)c2cn(CC(C)C)c(=O)c3c2c2ccccc2n3C)CC1 | 8% | ? | ?
CCCCN1C(=O)C(O)(c2ccccc2)c2cc(Br)ccc21 (configuration not stated) | . | ? | 4%
CN(C)c1ncnc2[nH]ncc12 | . | 15% | 6%
CCC(CO)NC(=O)c1ccccc1C(F)(F)F (configuration not stated) | 3% | 6% | -4%
N#Cc1cccc(NC(=O)N2CCCC3(CCN(C(=O)c4ccncc4)CC3)C2)c1 | . | -6% | -11%
CCCCCCCCCC1(CC(=O)OCC)SCCN1C(N)=O (configuration not stated) | . | ? | 15µM*
COC(=O)C[C@H]1c2cc(F)ccc2S(=O)(=O)N1Cc1ccccc1 | . | -6%&5% | -19%&-6%

Later entries:
SMILES | TDP1 block | DT40 TDP1 CPT | DT40 TDP1 no CPT
CCCCOC(=O)c1ccc(NC(=O)CSc2nncn2C)cc1 | 6% | ? | -3%
CCOc1ccc(N(CC(=O)NCc2cccs2)S(=O)(=O)c2c(C)noc2C)cc1 | 0% | -21% | ?
COc1cccc(-n2c(SCC(=O)N3CCc4ccccc43)nnc2-c2c[nH]c3ccccc23)c1 | 1% | 16µM* | 23µM*
CC(OC(=O)c1cccs1)C(=O)NC1CCCCC1C (configuration not stated) | 1% | -3% | 2%
COC(=O)c1cc(NS(=O)(=O)c2ccc(C)c3ccccc23)ccc1N1CCOCC1 | 4% | -18% | ?
Cc1cc(C)nc(SCC(=O)NC2CCCCC2C)n1 (configuration not stated) | 0% | 19% | -9%
Clc1ccccc1Cn1nnc2c(Nc3ccccc3)ncnc21 | 3% | -19% | -29%
N#Cc1ccc(OCC(=O)NCC(c2cccs2)N2CCOCC2)cc1 (configuration not stated) | 4% | 6% | 10%
O=C(COc1ccc(S(=O)(=O)N2CCOCC2)cc1)NCc1ccccc1 | 2% | -2% | -10%
COc1ccc(NC2CCCN(C(=O)c3cccc(C)n3)C2)cc1OC (configuration not stated) | 0% | -17% | 3%
Cc1ccc(S(=O)(=O)N2CCOCC2)cc1NC(=O)CSc1nnc(NC2CC2)s1 | 0%[56.1 µM] | -3% | 6%
CCOC(=O)c1[nH]cnc1C(=O)Nc1cccc(N)n1 | -1% | ? | -22%
O=C(NCc1ccccc1Cl)c1cnc(N2CCOCC2)c2ccccc12 | 2% | ? | ?
Nc1ccc(C23CC4CC(CC(C4)C2)C3)cc1 | 0% | 9% | 6%
CN(CCC#N)C(=O)COC(=O)c1ccc(Cl)c(S(=O)(=O)N(C)c2ccccc2)c1 | 1% | -21% | ?
CCC(=O)c1ccc(O)c(CC=C(C)C)c1 | 6% | ? | ?
CC1CCN(c2oc(/C=C/c3ccc(F)cc3)nc2C#N)CC1 | -7% | ? | 15µM*
CCOc1cc(-c2cc(-c3ccc(N)cc3)nc(N)c2C#N)ccc1O | -1% | 15µM* | 18µM*
O=C(CSCC(=O)OCC(=O)c1ccc(Br)cc1)Nc1cccc2ccccc12 | 4% | 0% | -27%
C[C@@H]1CN([C@H](C)CO)S(=O)(=O)c2ccc(-c3cccc(C#N)c3)cc2O[C@H]1CN(C)C(=O)Nc1cc(F)ccc1F | . | ? | ?
CCOC(=O)C(CC)n1nc(C)c2c(C)n(-c3ccc(C)cc3)nc2c1=O (configuration not stated) | 3% | 18µM* | 16µM*
CCOC(=O)c1cn2nc(Oc3ccc(OC)cc3)ccc2n1 | . | ? | 6.5µM*
COc1ccc(C2=NN(C(=O)CCC(=O)O)C(c3cccs3)C2)cc1 (configuration not stated) | -6% | -8% | -2%
COc1ccc(C(O)(c2ccccc2OC)C(CN2CCOCC2)c2ccccc2)cc1 (configuration not stated) | 5% | ? | ?
COc1ccc(S(=O)(=O)NCc2ccncc2)cc1NC(=O)c1ccccc1 | -1% | 21µM* | 16µM*

New compounds follow
SMILES | TDP1 block | DT40 TDP1 CPT | DT40 TDP1 no CPT
CCCCc1ccc(Nc2ncnc3c2cnn3-c2ccc(C)cc2)cc1 | -3% | -14% | -7%
CC/C(C)=N/N1C(=O)c2ccccc2NC1(C)CC (configuration not stated) | -4% | 17% | 3%
Cc1cccc(N2CCN(C(=O)c3cc(S(=O)(=O)N(C)C)ccc3N3CCCC3)CC2)c1C | 3% | ? | ?
COc1cc(OC)c(NC(=O)CC(C)S(=O)(=O)c2ccc3c(c2)NC(=O)CO3)cc1Cl (configuration not stated) | -5% | 13% | -7%
O=C(c1cc(-c2ccc3c(c2)OCO3)on1)N1CCN(c2ccccc2)CC1 | 2% | 1% | -12%
COc1ccc2c(c1OC)C(=O)N1C2SC(C)(C)[C@H]1C(=O)NCCCOC(C)C (some centres not stated) | . | -9% | 23%
Cc1ccc(NS(=O)(=O)c2c(C(=O)N3CCCCCC3)c(C)n(C)c2C)cc1F | 5% | ? | ?
Cc1cccc(NC(=S)Nc2ccccn2)c1 | 1% | ? | 8.2µM*
O=C(CSc1nc2ccccc2n1CCc1ccccc1)c1ccc(O)c(O)c1 | . | 12µM* | 16µM*
C=C(C)Cn1c(SCC(=O)O)nnc1-c1ccccc1 | 4% | 10% | 0%
COc1cccc(NC(=O)CCSc2nnc3scc(-c4ccccc4)n23)c1 | 0% | 0% | -10%
Oc1ccccc1C=NNC(=S)NC1CC2C=CC1C2 (configuration not stated) | . | ? | ?
O=C(C1CCCC1)N1CCN=C1SCc1cccc([N+](=O)[O-])c1 | 6% | 5% | ?
CCN(CC)C(=O)C1CCC(CNS(=O)(=O)c2cccc3nsnc23)CC1 (configuration not stated) | 2% | 1% | -2%
Cc1cc(C(=O)Nc2c(F)cc(F)cc2Br)no1 | 4% | 2% | -12%
COC(=O)CCc1sc(Nc2ccc(OC)cc2)nc1-c1ccc(OC)cc1 | 12% | ? | ?
Cc1cc(NC(=O)C2CCCN(S(=O)(=O)c3ccc(Br)s3)C2)ccc1Br (configuration not stated) | 2% | ? | 13µM*
CCc1cc2c(=O)n(-c3ccc(Br)cc3)cnc2s1 | 3% | -3% | -21%
COc1cc(CNCc2ccccc2)c(Br)cc1OC1CCCC1 | -3% | ? | ?
